Source: PubChem
NR2E3 ag-1: inhibitors of NR2E3-RetCOR corepressor binding, primary screen, NR2E3 agonist project, biochemical, TR-FRET, GST-NR2E3, biotin-RetCOR. inhibition of corepressor binding, % at 4.78 µM. 1536-well. AID 2300, 2010. Photoreceptor-specific nuclear receptor (Homo sapiens), Q9Y5X4. 0.12% of 320,000 active;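 active means percent inhibition above the cutoff of mean plus 3 SD of all tested compounds, set per screening campaign, cut at about 20% in these data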;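 further: 0% = DMSO wells and 100% = biotin wells as full block of FRET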
Target sequence (Q9Y5X4 whole entry, looked up): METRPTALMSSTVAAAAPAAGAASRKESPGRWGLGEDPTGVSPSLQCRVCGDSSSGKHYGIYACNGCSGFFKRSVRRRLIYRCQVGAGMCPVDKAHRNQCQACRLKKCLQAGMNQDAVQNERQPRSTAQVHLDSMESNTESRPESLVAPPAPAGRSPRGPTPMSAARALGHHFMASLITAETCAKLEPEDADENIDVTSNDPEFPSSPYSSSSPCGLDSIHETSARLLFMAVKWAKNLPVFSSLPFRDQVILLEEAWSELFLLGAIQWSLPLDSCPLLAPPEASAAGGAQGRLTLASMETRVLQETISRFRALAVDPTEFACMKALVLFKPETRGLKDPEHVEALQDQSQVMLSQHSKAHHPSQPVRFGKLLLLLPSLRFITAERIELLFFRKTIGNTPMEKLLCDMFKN
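Test system: GST-NR2E3 and biotin-RetCOR proteins | Quantity: 1.35 nM GST-tagged NR2E3 final | Medium: Tris pH 7.5 | Also added: 7 nM biotin-RetCOR | Dosing: Compound at 4.8 µM, single dose | Timing: 5 h at 4 °C | Detection: Time-resolved FRET | Read-out basis: Percent inhibition | Benchmarks: Biotin wells as high control, 0.6% DMSO wells as low control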
TRAIL sens C8: viability loss with TRAIL in NB7+C8 cells, primary screen, TRAIL sensitizer project, cell-based, ATPlite luminescence. 1% of 360,000 active. inhibition (viability loss, TRAIL sensitization), % at 10 µM. AID 624354, 2012;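 active means compounds causing at least 50% loss of cell viability in the single-dose screen, relative to plate controls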
KKLEB cytotox: cytotoxicity in KKLEB CF airway cells, primary screen, cytotoxicity control for CF NF-kB inhibitor project, cell-based, uHTS, fluorescence assay plates. activity change (cytotoxicity), % at 5 µM. 0.36% of 360,000 active. KKLEB CF airway cells viability, ATPlite luminescence, overnight; stronger effect = lower value; cells stimulated with P. aeruginosa culture filtrate;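 active means corrected activity change at or below -50% at 5 µM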
CF NFkB block: inhibitors of PAF-induced NF-kB signaling, primary screen, cell-based, GFP fluorescence, uHTS; KKLEB NF-kB-GFP reporter, GFP fluorescence overnight; inhibition, % at 5 µM; 0.86% of 360,000 active;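 active means at least 50% inhibition at 5 µM, scaled per plate between neutral and stimulator controls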;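 further: PAF is a Pseudomonas aeruginosa culture filtrate used as stimulus; plate controls were PAF-stimulated DMSO wells for no effect and unstimulated DMSO wells for full effect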
Shn3 inh set2: reduction of Shn3 3'UTR firefly luciferase signal, primary screen, Schnurri-3 inhibitor project, cell-based, Clone20 osteoblasts, set 2; inhibition, % at 12.5 µM; 0.52% of 360,000 active; AID 588674, 2011; Clone20 osteoblast Shn3 3'UTR firefly luciferase, 24 h;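 active means mean inhibition of at least 75% with every replicate also reaching 75%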;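 further: 0% = median of neutral control wells and 100% = pilot-screen positive control compound; some compounds past the cut are filed as inactive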
iPSC survival up: enhancers of single-cell hiPSC survival, primary screen, ATPlite luminescence | 0.044% of 360,000 active | 100% = ROCK inhibitor wells, 0% = DMSO | survival enhancement, % at 20 µM; in the data active means survival enhancement above about 18%;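 further: cells exposed to compounds for 16 hours before the ATP read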
Peg3 promoter: Peg3 promoter-driven luciferase inhibitors, primary screen, cell-based, HeLa, luciferase luminescence; HeLa PEG-Prom luciferase reporter, overnight; inhibition, % at 20 µM; 1.7% of 360,000 active;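 active means inhibition of at least 50% at 20 µM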
HIF-2a block: HIF-2a reporter inhibitors, primary screen, luminescence, 786-0 RCC cells; 786-0 RCC cells HIF-2a reporter, luciferase luminescence, overnight; inhibition, % at 18.8 µM; 0.72% of 360,000 active;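 active means inhibition of the luminescence signal of 40% or more relative to plate controls, in a single-dose primary screen at 18.75 µM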
TRPM1 prom inh: inhibitors of MITF-dependent TRPM1 promoter reporter, primary screen, cell-based, SK-MEL-5, single point, luciferase; inhibition, % at 12.5 µM; 0.83% of 330,000 active; AID 488899, 2010; SK-MEL-5 TRPM1 promoter luciferase, 24 h;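 active means mean inhibition across replicates of 60% or more, whatever share of single replicates reaches that level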; further: values of inactives mirror those of a sister screen read the other way
EBV LMP1 NFkB: EBV LMP1-driven NF-kappaB luciferase reporter inhibitors, primary screen, cell-based, luminescence, single point | AID 504558, 2011 | inhibition, % at 12.5 µM | LMP1-induced NF-kappaB luciferase reporter cells | 0.69% of 350,000 active; in the data active means inhibition above about 41%;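 further: 0% = neutral control wells and 100% = reference inhibitor control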
NR2E3 ag-2: NR2E3 agonists in two-hybrid cells, primary screen, cell-based, luminescence, CHO-S, Gal4-NCOR/VP16-NR2E3; Photoreceptor-specific nuclear receptor (Homo sapiens), Q9Y5X4; luciferase; inhibition of corepressor binding, % at 3.98 µM; 0.35% of 360,000 active; AID 602229, 2012;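 active means inhibition above the mean of all tested compounds plus 3 SD, cut at about 70% in these data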;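 further: 0% = DMSO with NR2E3 transfected cells and 100% = cells lacking NR2E3 construct; higher means lower luciferase signal from less NR2E3 corepressor binding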
* = called active by the depositor; . = no result given.

SMILES | NR2E3 ag-1 | TRAIL sens C8 | KKLEB cytotox | CF NFkB block | Shn3 inh set2 | iPSC survival up | Peg3 promoter | HIF-2a block | TRPM1 prom inh | EBV LMP1 NFkB | NR2E3 ag-2
COc1ccc(-n2c(SCC(=O)Nc3ccccc3C)nc(O)c(Cc3ccccc3)c2=O)cc1 | 2 | -11 | 0 | -4 | -19 | 0.6 | -4 | -13 | 5 | -1 | -19
COc1cc(OC)c2ccc(=O)oc2c1C(CC(=O)N1CCOCC1)c1ccc2c(c1)OCO2 (centres undefined) | 0 | 4 | 8 | -12 | -30 | 1.0 | -10 | 6 | 5 | -4 | -19
COc1ccc(NS(=O)(=O)c2cccc(NC(=O)COc3ccccc3[N+](=O)[O-])c2)cc1 | . | 4 | 8 | -9 | 31 | -1.9 | 13 | 4 | 2 | 11 | -12
O=C(O)c1cccc(NS(=O)(=O)c2cccc3nsnc23)c1 | -5 | -9 | -3 | -2 | -4 | 3.9 | 8 | 10 | 0 | -4 | -16
COc1ccccc1Cn1c(=S)[nH]c2cc(C(=O)N3CCN(c4ccccc4OC)CC3)ccc2c1=O | 0 | 2 | 18 | -4 | 12 | -0.3 | 27 | 10 | 2 | -2 | -5
CCN(CC(=O)Nc1c(F)cccc1F)C(=O)c1ccc2c(c1)C(=O)N(c1ccccc1C)C2=O | . | -9 | 6 | 21 | 6 | 2.1 | -2 | 10 | . | 2 | -4
Cc1ccc(C(C)C)c(OCC(=O)OCc2c(C)noc2C)c1 | 3 | 8 | -8 | -1 | -4 | 4.5 | 8 | -1 | 2 | -5 | -5
CN(C)/C=C(\C(=O)c1cccc(Cl)c1)c1nnnn1-c1ccccc1 | 0 | 0 | 10 | -14 | 1 | -0.7 | 17 | 26 | 2 | 2 | -10
O=C(CSc1nnc(-c2ccc(F)cc2)o1)NC1CCCCC1 | 5 | 1 | -3 | -4 | -12 | 0.9 | 0 | 8 | -7 | 2 | -18
Nc1c(C(=O)O)sc2nc3c(cc12)CCCC3 | 1 | -15 | -6 | 17 | 10 | -0.6 | -14 | -22 | . | . | -36
COc1ccc(-c2cn(-c3ccc(C)c(Cl)c3)c(=S)[nH]2)cc1OC | 0 | -1 | 8 | 8 | 6 | 0.0 | 6 | -106 | 10 | 6 | -30
Nc1c(C(=O)NC2CCCC2)sc2nc(-c3cccs3)ccc12 | 4 | 12 | 13 | -7 | -11 | -1.3 | -140 | -181 | -32 | -18 | -42
Fc1ccc(CNc2ccc(N3CCN(Cc4ccccc4)CC3)cc2)cc1 | -4 | 10 | 1 | -10 | 14 | 0.4 | 6 | -5 | 6 | 7 | -29
Clc1cccc(Nc2ncnc3ccc(Br)cc23)c1 | 14 | 14 | -41 | 69* | 23 | 0.9 | 10 | 23 | 15 | 0 | -27
COc1cc2c(cc1N/C=C(\C#N)c1nc(-c3ccccc3)cs1)oc1ccccc12 | 3 | -21 | -18 | 1 | -20 | 0.1 | 61* | 12 | -22 | 5 | -19
COc1ccccc1NCCC(=O)OCC(=O)Nc1cc([N+](=O)[O-])ccc1F | . | -11 | -13 | 8 | -7 | -0.1 | 0 | 9 | -6 | 5 | -16
CC(=O)[C@H]1CC[C@H]2[C@@H]3C=CC4=CC(=O)CC[C@@]4(C)[C@@H]3CC[C@]12C | 0 | 10 | 6 | -5 | 5 | -1.6 | -5 | -3 | 6 | -7 | -24
COc1cc(Br)c(-c2sc(Nc3ccccc3)n[n+]2-c2ccccc2)cc1OC | 1 | 10 | 4 | -35 | -25 | -3.1 | -31 | 19 | 6 | 5 | -27
CCN(C(=O)CSc1ncccn1)c1c(N)n(Cc2ccccc2)c(=O)[nH]c1=O | . | -6 | -6 | 17 | -36 | -0.1 | 4 | 5 | 0 | -3 | -20
O=C(COc1ccccc1F)N1CCc2ccccc2C1 | 4 | -8 | -6 | 6 | -5 | -0.3 | -63 | -109 | -28 | -6 | -21
O=C(CNc1ccccc1)N/N=C/c1c(O)ccc2ccccc12 | -1 | 21 | -9 | 3 | 91* | 0.5 | 64* | -2 | 13 | 24 | -12
CCN(CC)C(=O)c1ccc2c(c1)nnn2C | -1 | 5 | -3 | 3 | 21 | -1.4 | -6 | 9 | -7 | -15 | -8
Cc1c(CN2CCN(c3cccc(C(F)(F)F)c3)CC2)c(=O)n(-c2ccccc2)n1C | -4 | -2 | -6 | 11 | 7 | 2.9 | 16 | 4 | 11 | 6 | -21
Cc1ccc(Cl)c2c1NC(=O)C2=O | . | -13 | 1 | 13 | -6 | -2.6 | 1 | 20 | 1 | -6 | -1
CN(C)S(=O)(=O)c1ccc(C(=O)NNC(=O)C23CC4CC(CC(C4)C2)C3)cc1 | . | 1 | -14 | 17 | 4 | -0.3 | 2 | 24 | -4 | 2 | -8
CCC[C@H]1CN(Cc2ccccc2)C(=O)[C@@H]1CC(=O)NC | . | -9 | 0 | -6 | -7 | -1.5 | -23 | -6 | . | -2 | -18
COc1ccccc1NC(=O)c1sc2nc3n(c(=O)c2c1C)CCC3 | 1 | -28 | 14 | -34 | -6 | -0.6 | -28 | -18 | -19 | . | -24
Cc1nn(-c2cccc(Cl)c2)c2c1C(c1cccnc1)C(C#N)=C(N)O2 (centres undefined) | -2 | -7 | -7 | 8 | 1 | -3.6 | 22 | -5 | 7 | 2 | -12
CNC[C@H]1Oc2cc(Br)ccc2S(=O)(=O)N([C@@H](C)CO)C[C@@H]1C | . | 14 | 2 | -1 | -23 | 2.5 | -2 | 11 | . | 4 | -14
CCOC(=O)c1c(NC(=O)COc2ccccc2)sc2c1CC(C)(C)NC2(C)C | -2 | -1 | -40 | 44 | 12 | -1.3 | 75* | 20 | 7 | -5 | -6
Cc1cc2nccc(-c3ccc(OCCCF)cc3)n2n1 | -3 | 1 | 12 | -26 | -14 | 0.8 | -6 | -10 | -7 | 1 | 0
CC(C)C(=O)Nc1c2c(nn1-c1ccc(F)cc1)CSC2 | 2 | 0 | 1 | -9 | -10 | -0.3 | -2 | 7 | 4 | 4 | -2
CCOc1ccccc1C(=O)Nc1cc2c(cc1N1CCCC1)n(CC)c(=O)n2CC | -1 | 24 | -11 | 16 | -46 | -0.4 | 39 | 14 | 20 | 7 | -9
Cc1cccc(OCC(=O)NNC(=O)c2cc3ccccc3oc2=O)c1 | -3 | -22 | 9 | 2 | -4 | 1.4 | -3 | 5 | 7 | 1 | -6
CCOC(=O)[C@H]1[C@H]2COc3ccc(Cl)cc3[C@@H]2N2C(=O)c3ccc(C)cc3NC(=O)[C@@]12C | -2 | -18 | -12 | -5 | -12 | -1.7 | 6 | 0 | 9 | 0 | -5
CCCCN(CCCNC(=O)c1c(C)cc(=O)oc1C)c1ccccc1 | 0 | -1 | 0 | -3 | 10 | 2.2 | -29 | -42 | -5 | 0 | -33
S=C(NC1CCCCC1)N1CCN(C2CCCCC2)CC1 | -3 | 5 | 2 | -13 | 3 | 0.6 | -8 | 15 | 7 | 1 | 24
O=C(COC(=O)C1CCC(=O)N1)Nc1ccccc1OC(F)F (centres undefined) | . | -5 | 2 | 16 | 52 | 1.5 | 8 | -1 | -2 | -3 | 3
Cc1ccc(S(=O)(=O)NCC2CCC(C(=O)NCc3cccnc3)CC2)cc1 (centres undefined) | 1 | -3 | 15 | -10 | 7 | -0.2 | 0 | 1 | 8 | -4 | -28
Nc1c(-c2ccc(Cl)cc2)cnn1-c1ccccc1 | -1 | 41 | -7 | 5 | -38 | -0.7 | -335 | -328 | -94 | 0 | -130
N#Cc1c(N)nc2c(c1-c1ccc(F)cc1)CCC2 | 3 | -13 | 10 | -4 | 14 | -0.7 | 24 | 18 | 8 | 1 | -22
O=C(NC1(C(=O)NC2CCCCC2)CCCCC1)c1ccc2c(c1)OCO2 | -2 | -1 | 0 | 5 | 6 | -2.4 | 4 | 17 | 1 | -9 | -9
CCOCN(C(=O)Cn1c(CO)nc2ccccc21)c1c(C)cccc1CC | -2 | -8 | -2 | 8 | -10 | -0.9 | 7 | 12 | -10 | -1 | -3

Not all compounds are listed; count on the stated rates, not on these rows.
